# Hsp70 displacement – small molecules displacing fluorescent ligand from Hsp70 – biochemical, fluorescence polarization, primary screen (AID 583). 140,000 compounds, 0.06% hits. displacement, % at 20 µM; hits with a dose series show IC50 in µM. Hsp70 fluorescence polarization probe displacement, mP; higher % means a stronger effect; in the data active means displacement above about 50%;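 further: plate controls were vehicle for no effect and reference ligand for full effect; a part of the inactive calls stands beside numbers as strong as those of hits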
# MKP-3 inhibition – MKP-3 phosphatase inhibitors, primary screen, biochemical, rat enzyme, in vitro (AID 425); recombinant MKP-3 phosphatase activity, fluorescence; higher % means a stronger effect; inhibition, % at 20 µM; hits with a dose series show IC50 in µM; 110,000 compounds, 0.17% hits; in the data active means inhibition above about 50%;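 further: plate controls were vehicle for no effect and reference inhibitor for full effect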
# Starred values were filed as active, the others as inactive; x = not tested or not shown. This is a subset; count on the stated rates, not on these rows.
SMILES,Hsp70 displacement,MKP-3 inhibition
CC(C)(C)c1ccc(C(=O)Nc2cccc3nsnc23)cc1,-1.4%,3%
CS/C(=N\S(=O)(=O)c1cccs1)NC(=O)CSc1nc2ccccc2s1,-2.9%,-6%
COc1ccccc1CN(Cc1nc2ccccc2c(=O)[nH]1)C(=O)Nc1ccc(C)cc1,-5.8%,x
COc1ccccc1N1CCN(c2ccc(-c3ccccc3)nn2)CC1,2.2%,6%
CCOC(=O)c1c(C)[nH]c(C)c1C(=O)CSc1nc(N)cc(=O)[nH]1,1.8%,x
O=C1NC(=S)N(c2ccccc2)C(=O)/C1=C/c1ccc(OCc2ccc(Cl)cc2)cc1,1.4%,1%
CCC(CC)=NNC(=O)C(=O)Nc1ccc(F)cc1,-2.3%,0%
COc1ccc(/C=C2\S/C(=N/N=C/c3ccc(OC)cc3)N(c3ccc(O)cc3)C2=O)cc1,-3.1%,0%
CC1=C(C(=O)NCCN2CCOCC2)C2(CCC(C)CC2)OC1=O (stereo not drawn),2.6%,6%
COc1ccc(C/C(O)=C(\C#N)c2nc3ccccc3s2)cc1,2.9%,-2%
Cc1ccc(-c2c3c(=O)n(C)c(=O)n(C)c3cn2Cc2cccnc2)cc1,-1.9%,4%
Nn1c(SCC(=O)NC2CCCCC2)nnc1-c1ccccc1,-7.4%,-1%
Cc1cc(C(F)(F)F)c2sc(N)nc2n1,0.5%,-2%
Cc1cc(C)c(Cc2cc([N+](=O)[O-])ccc2C)c(C)c1,3.8%,-2%
O=c1c2ccccc2nnn1CSc1nc2sc3c(c2c(=O)n1CC1CCCO1)CCC3 (stereo not drawn),7.4%,-17%
CC1CC(=O)Nc2cc([N+](=O)[O-])ccc2N1 (stereo not drawn),-0.7%,-2%
Cc1ccc(Nc2cc(C)nc3nc(C)nn23)cc1,1.4%,-5%
CCC(C)(C)n1nnnc1C(c1cccc(C#N)c1)N1CCN(c2cccc(C)c2C)CC1 (stereo not drawn),-0.3%,-19%
O=C(NCCOc1nc(N2CCOCC2)nc(N2CCOCC2)n1)Nc1ccccc1,-4.2%,x
O=C1C(=O)N(CCCn2ccnc2)C(c2cccnc2)/C1=C(/O)c1ccc(F)cc1 (stereo not drawn),1.2%,-2%

# A draw from above in order of molecular weight, ascending.
SMILES,Hsp70 displacement,MKP-3 inhibition
Cc1cc(C(F)(F)F)c2sc(N)nc2n1,0.5%,-2%
COc1ccc(C/C(O)=C(\C#N)c2nc3ccccc3s2)cc1,2.9%,-2%
COc1ccccc1N1CCN(c2ccc(-c3ccccc3)nn2)CC1,2.2%,6%

# (list continues)
SMILES,Hsp70 displacement,MKP-3 inhibition
Cc1cc(C)n(-c2nc3ccccc3nc2N2CCCC2)n1,5.2%,x
CN(c1ccc(C(=O)Nc2cccnc2)cc1)S(C)(=O)=O,28%,-7%
CC(NC(=O)c1ccccc1Cl)C1COc2ccccc2O1 (stereo not drawn),-3.5%,-8%
COc1ccc(C=NCCCN2CCOCC2)cc1,6.5%,-10%
COc1ccc(/C=N/Nc2nonc2N)cc1,-2.7%,x
N#C/C(=C/c1ccc(Cl)cc1)C(=O)Nc1cccc(Br)c1,-2.4%,-2%
O=C(CN1C(=O)COc2ccccc21)c1cccc(Cl)c1,1.8%,0%
O=C(NC1CS/C(=C/c2ccccc2)C1O)c1ccccc1 (stereo not drawn),1.7%,-3%
Cc1ccc(-n2nc(C)c3c(-c4cccs4)c(C#N)c(N)nc32)cc1,2.5%,-11%
COc1ccc(N(C(=O)c2ccc(F)cc2)C2=CC3CCC(C2)N3C)cc1 (stereo not drawn),-0.8%,x
C=CCOc1nc(-c2ccncc2)nc2ccccc12,3.5%,3%
CC(C)CCC1(C)NC(=S)N(c2ccc(Cl)cc2)N1 (stereo not drawn),-1.7%,1%
COc1ccc(NC(=O)C(=O)NCc2ccccc2)cc1Cl,-0.9%,-5%
COc1ccc(C(=O)Nc2ccccc2C(=O)NC(C(=O)N2CCOCC2)C(C)C)cc1 (stereo not drawn),-0.7%,2%
c1ccc2c(c1)nc(-c1ccncc1)n1nnnc21,-3.4%,2%
Cc1cccc(C(=O)Nc2sc(C)c(C)c2C(N)=O)c1,-2.8%,2%
O=c1/c(=C/c2ccccc2OCCOc2ccc([N+](=O)[O-])cc2)sc2nc3ccccc3n12,-0.7%,1%
Cc1noc(C)c1COC(=O)CCCc1nc2ccccc2s1,0.4%,-5%
CC(=O)NC1C(=O)N(CCc2ccccc2)c2ccccc21 (stereo not drawn),4.5%,5%
O=C(CS(=O)(=O)Cc1ccccc1)N1CCc2ccccc2C1,-0.8%,-8%
CC(=O)N[C@@H](CS)C(=O)O,2.2%,7%
Cn1c2ccccc2c2nnc(SCC(=O)N(c3ccccc3)c3ccccc3)nc21,3.8%,4%
COc1ccccc1N1CCN(C(=O)c2cccc(I)c2)CC1,1.7%,-4%
O=C1NCCN1C(=O)C12CC3CC(CC(C3)C1)C2,-1.9%,3%
O=C(c1ccc2snnc2c1)N1CCN(c2ccccc2)CC1,5.2%,x
O=c1cc(-c2ccccc2)nc2nc(SCc3ccccc3)[nH]n12,1.1%,-9%
Cc1cc2nc(SCCN3CCCC3)[nH]c2cc1C,-7.8%,-7%
Brc1ccc2c(c1)Nc1nc3nonc3nc1N2,1.9%,8%
CCOC(=O)c1c(NC(=O)c2ccc(Cl)c([N+](=O)[O-])c2)sc(C(=O)Nc2ccccc2OC)c1C,-1.7%,0%
COC(=O)c1cc(C(=O)OC)cc(-n2c(C)cc(C(=O)CC#N)c2C)c1,-3.5%,-1%
CN1CCN(C(=O)c2ccc(N3CCCC3=O)cc2)CC1,0.9%,x
O=C1C2C3C=CC(C3)C2C(=O)N1/N=C/c1ccc(-c2ccc(Cl)c([N+](=O)[O-])c2)o1 (stereo not drawn),0.6%,1%
CN(C)c1ccnc(NCc2ccccc2)c1C#N,0.4%,-9%
CCOC(=O)N1CCN(C(=O)c2ccc([N+](=O)[O-])cc2)CC1,1.2%,0%
O=C1c2ccccc2-c2ccc(S(=O)(=O)Nc3ccc(S(=O)(=O)Nc4nccs4)cc3)cc21,5.4%,1%
C=CCNC(=O)C(=O)N/N=C/c1ccc2c(c1)OCCO2,-1.2%,2%
COC(=O)Nc1sc2c(c1C(=O)NCc1ccco1)CCCC2,8.8%,-6%
Cc1ccc(N2C(=O)N(CC(=O)N3CCCc4ccccc43)C(=O)C2C)cc1 (stereo not drawn),-21%,x
Cn1c(C(=O)N2CCN(Cc3ccc4c(c3)OCO4)CC2)cc2c(=O)n(C)c3ccccc3c21,1.2%,-6%
CC(NC(=O)NCCCn1ccnc1)(C(F)(F)F)C(F)(F)F,0.4%,-4%
Cc1ccc(C(=O)Nc2cc(=O)n(C)c(=O)n2C)cc1C,7.7%,-6%
CC(C)(C)n1nnnc1CN1CCN(C2CCCC2)CC1,5.9%,-7%
CCC(=O)n1nc(-c2ccco2)nc1SCc1ccccc1,0.6%,0%
O=C1/C(=C\c2ccc(-c3ccc(Cl)c(Cl)c3)o2)SC(=S)N1Cc1ccco1,-20%,11%
COC(=O)c1ccccc1N=C(SC)N(C)C,-1.6%,10%
CCOc1cc(OCC)cc(C(=O)Nc2ccc(Cl)cc2)c1,4.8%,-4%
COc1ccc(C(=O)CSc2n[nH]c(-c3ccco3)n2)cc1,2.5%,7%
COc1ccc(/C=C(/NC(=O)c2ccccc2)c2nc3ccc(C(F)(F)F)cc3[nH]2)cc1OC,-5.1%,3%
Cc1ccc2nsnc2c1S(=O)(=O)NCCc1c(C)[nH]c2ccc(F)cc12,-3.5%,x
CCCCN(CC)CCCNC(=O)Cn1nc(Cc2ccncc2)c2ccccc2c1=O,0.4%,-12%
Cc1nc(Nc2nc3ccccc3o2)nc2c1CCC2,-5.4%,-5%
Cc1oc(-c2ccc(Cl)cc2)nc1CN1CCCC(C(=O)NCCCN2CCOCC2)C1 (stereo not drawn),0.5%,-3%
CC(=O)NC(c1ccc2c(c1)OCO2)c1ccc2cccnc2c1O (stereo not drawn),-2.5%,-1%
CCOC(=O)c1ccc(NC(=O)Cn2nnc(-c3ccc(C)cc3)n2)cc1,-3.8%,-10%
C=CCn1c(SCC(=O)c2cccs2)nc2sc3c(c2c1=O)CCCC3,3.8%,-1%
CCOc1ccc(CN2CCN(Cc3cc(Br)ccc3O)CC2)cc1,-2.2%,2%
O=C(Nc1ccc(OC(F)(F)F)cc1)c1ccccc1I,1.9%,-1%
COCCN1C(=O)C(=O)/C(=C(/O)c2ccccc2)C1c1ccccc1[N+](=O)[O-] (stereo not drawn),4.3%,-3%
CCc1ccc(NC(=O)CN(c2cccc(C)c2)S(C)(=O)=O)cc1,0.6%,x
CCN(C(=O)CSc1nc(-c2ccccc2)c(-c2ccccc2)[nH]1)C1CCS(=O)(=O)C1 (stereo not drawn),5.3%,x
# Continued.
SMILES,Hsp70 displacement,MKP-3 inhibition
CC(Oc1ccc(-c2ccccc2)cc1)C(=O)N1CCOCC1 (stereo not drawn),-1.3%,-15%
CCOC(=O)Cn1cnc2c(nnn2Cc2ccc(Cl)cc2)c1=O,-1.1%,3%
O=C(Nc1ccc(OC(F)(F)F)cc1)c1ccc([N+](=O)[O-])cc1,-2.4%,4%
O=C1CCCc2c1cc(C(=O)NCCCN1CCOCC1)c(=O)n2-c1ccc(Cl)cc1,3.9%,1%
CCN(CC)CCNC(=O)c1ccc(Cl)c(S(=O)(=O)Nc2ccccc2OC)c1,0.3%,x
C/C(=C\c1ccccc1F)C(=O)c1c(C)cc(C)[nH]c1=O,-2.0%,6%
O=C1CCC(=O)N1c1ccc(Oc2cccc(Oc3ccc(N4C(=O)CCC4=O)cc3)c2)cc1,-2.9%,5%
CCOC(=O)c1c(NC(=O)C2CC2)sc(C(=O)Nc2ccccc2F)c1C,-0.1%,2%
Cc1ccc(NC(=O)COc2ccc(-n3cnnn3)cc2)cc1C,6.0%,x
Cc1cccc2cc(C(c3nnnn3CC3CCCO3)N3CCc4ccccc4C3)c(=O)[nH]c12 (stereo not drawn),-3.7%,10%
Cc1ccc(Cl)cc1NC(=O)CCC1CCCC1,-0.4%,-2%
O=C1CCCC2=C1C(c1c(Cl)nc3sccn13)C1=C(CCCC1=O)N2,3.4%,3%
O=C(NC1CCCC1)C(c1cccs1)N(Cc1ccco1)C(=O)c1csnn1 (stereo not drawn),1.1%,1%
Cc1ccc2nc(NCCCNC(=O)c3cnccn3)c(C#N)cc2c1,-3.2%,-10%
CCN(CC)CCn1c2ccccc2n2cc(-c3ccc(C)cc3)nc12,3.7%,6%
CC(=O)Nc1ccc(OCC(O)Cn2nc(C)c(Br)c2C)cc1 (stereo not drawn),0.1%,x
Cc1ccc(S(=O)(=O)N2CCC(C(=O)Nc3nnc(C4CCCC4)s3)CC2)cc1,-45%,-14%
Cn1c(=O)oc2cc(S(=O)(=O)N3CCC(C(=O)NCC4COc5ccccc5O4)CC3)ccc21 (stereo not drawn),1.0%,3%
CN(C)CCCOC(=O)c1ccccc1Cl,1.9%,x
COc1ccc(C2Nc3ccccc3C(=O)N2c2ccc(C)cc2)cc1Cn1cc([N+](=O)[O-])cn1 (stereo not drawn),-1.6%,5%
O=C(C1CCC1)N1CCc2cc(S(=O)(=O)Nc3ccc4c(c3)OCCO4)ccc21,8.8%,0%
CC(=O)Nc1nc2c(c3c1c(=O)oc1ccccc13)CC(C)CC2 (stereo not drawn),-2.4%,6%
CC(=O)CSc1nnnn1-c1ccccc1,-1.5%,1%
COc1ccc(/C(C)=N\N2CCN(Cc3ccccc3Cl)CC2)cc1OC,7.5%,-2%
Cc1ccc(-n2c(SCc3ccc(C#N)cc3)nnc2-c2ccccn2)cc1,0.4%,-3%
CC(=O)c1cccc(NC(=O)NC2CCCCC2)c1,-3.4%,-4%
CCOC(=O)CN1C(=O)C(O)(C2CCc3ccccc3C2=O)c2ccccc21 (stereo not drawn),-2.4%,-11%
O=C(CSc1nnnn1-c1ccccc1)Nc1ccc(N2CCOCC2)c(Cl)c1,1.4%,-10%
CC1CN(c2ncnc3c2oc2ccccc23)CC(C)O1 (stereo not drawn),-0.6%,-8%
O=C(Nn1cnnc1)c1cc2c(s1)CCCC2,1.6%,-4%

# Among those listed so far, 16 have an aryl methoxy group.
SMILES,Hsp70 displacement,MKP-3 inhibition
COc1ccccc1CN(Cc1nc2ccccc2c(=O)[nH]1)C(=O)Nc1ccc(C)cc1,-5.8%,x
COc1ccccc1N1CCN(c2ccc(-c3ccccc3)nn2)CC1,2.2%,6%
COc1ccc(/C=C2\S/C(=N/N=C/c3ccc(OC)cc3)N(c3ccc(O)cc3)C2=O)cc1,-3.1%,0%
COc1ccc(C/C(O)=C(\C#N)c2nc3ccccc3s2)cc1,2.9%,-2%
COc1ccc(C=NCCCN2CCOCC2)cc1,6.5%,-10%
COc1ccc(/C=N/Nc2nonc2N)cc1,-2.7%,x
COc1ccc(N(C(=O)c2ccc(F)cc2)C2=CC3CCC(C2)N3C)cc1 (stereo not drawn),-0.8%,x
COc1ccc(NC(=O)C(=O)NCc2ccccc2)cc1Cl,-0.9%,-5%
COc1ccc(C(=O)Nc2ccccc2C(=O)NC(C(=O)N2CCOCC2)C(C)C)cc1 (stereo not drawn),-0.7%,2%
COc1ccccc1N1CCN(C(=O)c2cccc(I)c2)CC1,1.7%,-4%
CCOC(=O)c1c(NC(=O)c2ccc(Cl)c([N+](=O)[O-])c2)sc(C(=O)Nc2ccccc2OC)c1C,-1.7%,0%
COc1ccc(C(=O)CSc2n[nH]c(-c3ccco3)n2)cc1,2.5%,7%
COc1ccc(/C=C(/NC(=O)c2ccccc2)c2nc3ccc(C(F)(F)F)cc3[nH]2)cc1OC,-5.1%,3%
CCN(CC)CCNC(=O)c1ccc(Cl)c(S(=O)(=O)Nc2ccccc2OC)c1,0.3%,x
COc1ccc(C2Nc3ccccc3C(=O)N2c2ccc(C)cc2)cc1Cn1cc([N+](=O)[O-])cn1 (stereo not drawn),-1.6%,5%
COc1ccc(/C(C)=N\N2CCN(Cc3ccccc3Cl)CC2)cc1OC,7.5%,-2%
